Source: PubChem BioAssay (several laboratories)
MC4R ag barr: MC4R agonists recruiting beta-arrestin, primary screen, cell-based, luminescence, agonist arm of biased-ligand search | 0.98% of 360,000 active | AID 540308, 2011 | Melanocortin receptor 4 (Homo sapiens), P32245 | U2OS MC4R beta-arrestin complementation; percent of melanotan II response, DMSO zero | activation, % at 8.9 µM;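 active = activation above a per-plate cutoff, the mean activation of sample wells on that plate plus 3 SD, cut at about 8% in these data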
SRC2 inh: inhibition of GAL4-SRC2 driven luciferase reporter, primary screen, SRC2 inhibitor project, cell-based, luminescence; 0.17% of 370,000 active; HEK293 GAL4-SRC2 luciferase reporter; Nuclear receptor coactivator 2 (Homo sapiens), Q15596; inhibition, % at 9 µM;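 active = inhibition above the mean inhibition of all tested compounds plus 3 SD, set per campaign, cut at about 52% in these data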;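 also: 0% = DMSO treated cells and 100% = cells given Gossypol at 36 µM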
N-glyco inh: increase of ERlucT glycosylation luciferase signal, primary screen, N-linked glycosylation inhibitor project, D54 ERlucT cells, luminescence, set 2; D54 ERlucT glycosylation luciferase reporter, 24 h; percent of 100 nM tunicamycin response; reporter increase, % at 12.5 µM; 0.23% of 360,000 active; AID 588692, 2011;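 active = mean luciferase reporter signal, scaled so untreated is 0 and the glycosylation-blocking control 100, at or above a set limit in every replicate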;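 also: luciferase carries N-glycosylation sites so blocking glycosylation raises the light; 0% = median of neutral control wells and 100% = median of 100 nM tunicamycin wells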
m5-HT2A agonist: mouse Htr2a agonists via beta-arrestin recruitment, primary screen, cell-based, luminescence. 0.66% of 360,000 active. AID 624169, 2012. 5-hydroxytryptamine receptor 2A (Mus musculus), P35363. activation, % at 7.6 µM. CHO-K1 mHTR2A beta-arrestin complementation; percent of 30 µM serotonin response;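 active = activation above a run cutoff, the mean activation of all tested compounds plus 3 SD, cut at about 14% in these data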;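 also: 0% = plate median of compound wells and 100% = 30 µM serotonin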
Target sequence (P35363 whole entry, looked up): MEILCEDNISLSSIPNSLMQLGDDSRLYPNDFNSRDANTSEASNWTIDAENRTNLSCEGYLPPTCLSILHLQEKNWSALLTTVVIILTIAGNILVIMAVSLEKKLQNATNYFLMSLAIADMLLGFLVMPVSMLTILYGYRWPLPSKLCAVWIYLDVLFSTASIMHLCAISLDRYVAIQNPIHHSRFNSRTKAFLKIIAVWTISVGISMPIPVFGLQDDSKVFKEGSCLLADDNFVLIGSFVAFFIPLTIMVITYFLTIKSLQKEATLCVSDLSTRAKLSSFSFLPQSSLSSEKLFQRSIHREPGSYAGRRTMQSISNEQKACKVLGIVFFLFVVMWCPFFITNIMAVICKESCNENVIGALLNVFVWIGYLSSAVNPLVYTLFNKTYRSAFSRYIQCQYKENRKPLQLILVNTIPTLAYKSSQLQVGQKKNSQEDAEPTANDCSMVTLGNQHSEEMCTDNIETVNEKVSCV
ABCB6 inh 2: ABCB6 transporter inhibitors, primary screen, K562-ABCB6 cells, flow cytometry, MLPCN library | AID 602162, 2011 | fluorescence ratio to DMSO, % at 10 µM | 0.19% of 360,000 active | K562-ABCB6 porphyrin accumulation, 1 h; hits give low values | ATP-binding cassette sub-family B member 6 (Homo sapiens), Q9NP58;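 active = fluorescence ratio to DMSO below 75%, the collection mean minus 3 SD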;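 also: signal is porphyrin accumulated inside mitochondria; 100% equals median channel fluorescence of DMSO control wells; lower ratio means ABCB6 inhibition with less porphyrin fluorescence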
TLR9-MyD88 inh: inhibitors of TLR9-MyD88 association in cells, primary screen, cell-based, CHO, BLA complementation, fluorescence | Toll-like receptor 9 (Homo sapiens) + Myeloid differentiation primary response protein … | CCF4 FRET ratio | inhibition, % at 4.98 µM | AID 504734, 2011 | 0.21% of 340,000 active;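 active = inhibition above the mean over all tested compounds plus 3 SD, cut at about 21% in these data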;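 also: 0% = DMSO only wells and 100% = clavulanate BLA inhibitor control wells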
MC4R antagonist: MC4R antagonists of cAMP signaling, primary screen, cell-based, TR-FRET, antagonist arm of biased-ligand search; Melanocortin receptor 4 (Homo sapiens), P32245; MC4R-expressing cells, MTII-stimulated cAMP, LANCE TR-FRET; inhibition, % at 6.5 µM; 0.48% of 360,000 active; AID 540295, 2011;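 active = inhibition above its plate's cutoff, the mean of tested wells on that plate plus 3 SD, cut at about 29% in these data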;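 also: 0% = Melanotan II alone and 100% = Melanotan II plus saturating MCL0020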
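material = U2OS cells stably expressing human melanocortin 4 receptor (MC4R) | also added = Melanotan II challenge | dosing = single nominal compound dose of 6.5 µM | detection = TR-FRET with Eu-cAMP and labeled anti-cAMP, 671 nm | replication = singlicate | timing = compound 30 min, challenge 1 h, detection 1 h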
H9c2 protect: cardioprotection against H2O2-induced cell death, primary screen, uHTS, H9c2 cells, ATPLite luminescence; H9c2 cardiomyocytes, H2O2 injury protection, 2 h; protection from H2O2 cell death, % at 20 µM; 0.63% of 360,000 active; AID 588492, 2011;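 active = compounds giving at least 50% protection of heart cells from peroxide-induced death in the single-dose screen, raw or plate-pattern-corrected value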;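 also: 0% = DMSO wells with peroxide and 100% = DMSO wells without peroxide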
ABHD5-PLIN5 inh: ABHD5-PLIN5 interaction inhibitors, primary screen, cell lysate, split luciferase complementation, luminescence; Split G. princeps luciferase complementation, 4 h; inhibition, % at 4 µM; 0.78% of 360,000 active; AID 602281, 2012;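 active = inhibition above the mean inhibition across every tested compound plus 3 SD, cut at about 22% in these data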;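 also: 0% = DMSO only wells and the 100% control is not disclosed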
NOD2-RIPK2 inh: NOD2-RIPK2 binding disruptors in cells, primary screen, fluorescence, CHO cells, BLA complementation | inhibition, % at 4.98 µM | CCF4 ratio | 0.38% of 360,000 active; in the data active = inhibition above about 21%;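 also: 0% = vehicle only and 100% = reference blocker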
Target sequence (O43353 whole entry, looked up): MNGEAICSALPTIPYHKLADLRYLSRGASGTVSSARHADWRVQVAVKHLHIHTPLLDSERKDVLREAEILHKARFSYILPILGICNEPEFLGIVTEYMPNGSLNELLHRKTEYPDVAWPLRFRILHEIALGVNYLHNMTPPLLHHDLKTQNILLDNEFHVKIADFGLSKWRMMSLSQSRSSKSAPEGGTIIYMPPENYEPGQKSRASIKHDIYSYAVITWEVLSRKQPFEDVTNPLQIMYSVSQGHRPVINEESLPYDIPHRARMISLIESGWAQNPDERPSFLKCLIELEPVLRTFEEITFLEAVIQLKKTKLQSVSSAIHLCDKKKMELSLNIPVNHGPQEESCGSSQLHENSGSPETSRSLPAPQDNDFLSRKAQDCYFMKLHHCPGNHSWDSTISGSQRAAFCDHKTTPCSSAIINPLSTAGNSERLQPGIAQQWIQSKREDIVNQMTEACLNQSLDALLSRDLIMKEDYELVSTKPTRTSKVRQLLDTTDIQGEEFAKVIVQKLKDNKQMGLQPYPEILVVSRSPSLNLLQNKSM
* hit, by the source's call; nt = no result given. This is a subset (hit frequency here may not be typical).

SMILES	MC4R ag barr	SRC2 inh	N-glyco inh	m5-HT2A agonist	ABCB6 inh 2	TLR9-MyD88 inh	MC4R antagonist	H9c2 protect	ABHD5-PLIN5 inh	NOD2-RIPK2 inh
Cc1ccc(S(=O)(=O)c2nc(-c3ccccc3)oc2SCC(=O)NCC2CCCO2)cc1 (stereo not given)	-2.6	-3	-2	8	167	-5	0	-1	2	-6
N#CC1=C(SCC(=O)c2ccccc2)NC2=C(C(=O)CCC2)C1c1ccco1 (stereo not given)	-3.0	-46	14	-3	91	3	-11	23	0	-3
Cc1cccc(C)c1NC(=O)C/C(N)=N/O	1.2	-13	0	2	90	-3	-5	0	3	5
COc1cccc(NC(=O)NCc2ccccn2)c1	-1.0	-14	3	4	105	-1	-6	-1	6	-8
Cc1ccc(CSCCNC(=O)/C=C/c2ccc(Cl)cc2)cc1	0.5	3	-1	-3	103	4	2	-3	1	-1
CCN(CC)c1ccc(NC(=O)CNCc2ccccc2Cl)c(C)c1	0.5	5	1	-2	93	-3	3	-2	-7	-11
Cc1ccc(S(=O)(=O)N2C(c3ccc(Cl)c(Cl)c3)CC=C(C(=O)O)C2c2ccc(Cl)cc2)cc1 (stereo not given)	nt	21	nt	-1	nt	nt	nt	nt	-8	-9
COC(=O)CCSCc1cn2cc(Cl)ccc2n1	-0.5	9	1	2	95	0	-7	3	-4	-2
Cc1ccc(S(=O)(=O)C2(C(=O)N3CCCCC3C)CC2)cc1 (stereo not given)	0.6	15	0	1	98	-5	2	3	10	-6
COc1cc(C2NC(=O)NC(c3ccccc3)=C2C(C)=O)cc(Cl)c1OCC(=O)O (stereo not given)	1.9	7	1	1	101	-2	9	2	-3	7
CCCCCC(=C/c1ccccc1)/C=N/Nc1ccc(S(=O)(=O)N2CCOCC2)cc1[N+](=O)[O-]	-1.2	-3	-7	4	98	-8	2	-8	-11	-6
O=c1c2ccccc2nc2c3ccccc3c(NCCO)nn12	-0.9	-56	13	8	96	-7	6	58*	-1	-14
CCCS(=O)(=O)NC(=O)C1(C)CCN(C(=O)c2ccccc2OC)C1 (stereo not given)	0.4	-10	1	1	102	nt	7	1	2	1
COc1ccc(C(O)c2nccn2Cc2ccccc2)cc1OC (stereo not given)	-0.7	10	0	4	98	3	3	1	-4	4
CC(C)CCNC1=NCCCCC1	-0.3	2	1	7	99	6	0	-3	4	4
Cc1ccc(C(=O)NCCNC(=O)c2ccc(C)nc2)cc1	1.7	9	7	10	101	-4	3	0	4	2
Cc1ccc(-n2c(SCC(N)=O)nc(O)cc2=O)cc1	-1.8	6	3	-2	99	1	8	7	3	-15
Cc1cc(NS(=O)(=O)c2ccc(NC(=O)Cc3ccccc3)cc2)nc(C)n1	-1.8	-3	-2	-3	99	7	-2	4	2	-4
COc1ccccc1CNC(=O)CC1C(=O)NCCN1C1Cc2ccccc2C1 (stereo not given)	-2.6	15	0	5	102	-5	2	-4	0	0
CCC(=O)Nc1c2c(nn1-c1cccc(Cl)c1)CS(=O)(=O)C2	-0.8	-20	2	9	103	-10	-3	1	-4	-11
CC(C)(C)C(=O)Nc1cccc(-c2ncon2)c1	-0.6	-8	2	0	95	-9	4	6	-6	1
O=C1c2ccccc2C(c2nc3ccccc3[nH]2)N1c1ccccc1 (stereo not given)	nt	-18	9	10	96	nt	nt	5	5	-2
Cc1ccccc1OCC(=O)NCCCNC(=O)c1ccncc1	0.0	5	0	8	99	-7	7	0	0	-1
Cc1cccc(-c2cnc(C(O)c3ccc4ccccc4c3)[nH]2)c1 (stereo not given)	3.5	2	-2	-2	98	nt	5	-24	-10	8
COC(=O)C1=C(C)N(Cc2ccccc2)C(=S)N[C@H]1c1cccc(F)c1	-2.7	-13	-5	1	101	-9	-3	-2	9	-19
Cc1cc(-c2n[nH]c(=S)n2/N=C/c2cccc([N+](=O)[O-])c2)n[nH]1	-2.6	14	3	5	96	2	-3	1	0	-8
COc1ccc(C2NCCO2)cc1OC (stereo not given)	-0.9	12	0	0	99	-5	-3	-7	1	7
CCCC(=O)Nc1ccc(C(=O)COC(=O)C2=COCCO2)cc1	-1.9	-44	2	4	103	11	8	4	19	-2
CC(=O)c1cccc(N(CC(=O)N2CCOCC2)S(C)(=O)=O)c1	-1.9	-3	3	3	97	8	8	-3	0	5
O=C(NCc1cccs1)C1CCN(S(=O)(=O)c2cccc3cccnc23)CC1	2.8	-32	0	-8	103	-4	0	13	4	-21
O=C(Nc1ccccc1)Nc1ccc2ccccc2n1	12*	-21	0	16*	98	2	-3	-7	-7	5
O=C(Nc1cccc2ccccc12)OCc1ccccc1	0.9	-17	-3	-7	99	-4	2	-2	-1	-2
Cc1ccc(C)c(S(=O)(=O)c2c[nH]c(=S)[nH]c2=O)c1	-1.6	24	-1	-3	101	-11	4	4	-5	-8
O=C(Nc1cccc(C(F)(F)F)c1)/C(=C\c1ccco1)NC(=O)c1cccs1	-0.4	-5	2	-2	91	-4	-9	4	2	1
Cc1ccc(S(=O)(=O)c2c(C)cc(C)[nH]c2=O)cc1	-1.6	2	0	-2	97	-5	0	7	-11	0
COc1cccc(CNc2ccc(S(=O)(=O)N3CCN(C)CC3)cn2)c1	-1.7	-30	0	-1	94	8	3	-3	3	9

Profiles from above. Order of values: MC4R ag barr | SRC2 inh | N-glyco inh | m5-HT2A agonist | ABCB6 inh 2 | TLR9-MyD88 inh | MC4R antagonist | H9c2 protect | ABHD5-PLIN5 inh | NOD2-RIPK2 inh
Entry for `CCCCCC(=C/c1ccccc1)/C=N/Nc1ccc(S(=O)(=O)N2CCOCC2)cc1[N+](=O)[O-]` → -1.2 | -3 | -7 | 4 | 98 | -8 | 2 | -8 | -11 | -6
Entry for `CCC(=O)Nc1c2c(nn1-c1cccc(Cl)c1)CS(=O)(=O)C2` → -0.8 | -20 | 2 | 9 | 103 | -10 | -3 | 1 | -4 | -11

Following part:
SMILES	MC4R ag barr	SRC2 inh	N-glyco inh	m5-HT2A agonist	ABCB6 inh 2	TLR9-MyD88 inh	MC4R antagonist	H9c2 protect	ABHD5-PLIN5 inh	NOD2-RIPK2 inh
CCc1cccc(C)c1NC(=S)NCC(c1cccnc1)N(C)C (stereo not given)	-0.8	6	0	-3	94	-6	9	-3	-2	8
Cc1ccc(OCC(=O)NNC(=O)c2ccc3c(=O)n4c(nc3c2)CCC4)cc1	-1.8	-19	0	5	95	-7	-3	-3	1	-4
COc1ccc(CCNC(=O)C/C(C)=N/NC(=O)c2ccc(Cl)cc2Cl)cc1OC	-2.0	6	1	-5	99	-6	2	-1	-4	6
COc1ccc(OC)c2sc(NNC(=O)C3COc4ccccc4O3)nc12 (stereo not given)	-6.0	19	3	7	99	-15	18	9	1	-6
CN(CC(=O)Nc1c(Cl)cccc1Cl)C(=O)c1ccccc1Cc1ccccc1	-3.5	16	-4	-3	99	7	4	1	-12	-1
CCN(CC)S(=O)(=O)c1ccc(N2CCOCC2)c(NC(=O)C23CC4CC(CC(Cl)(C4)C2)C3)c1	1.8	-12	-4	2	105	-8	0	-1	2	16
CN(CCNS(=O)(=O)c1ccc2c(c1)oc(=O)n2C)Cc1ccccc1	-0.3	9	-1	-2	100	-5	3	15	-3	10
COCCn1c(C)cc(C(=O)COC(=O)c2ccc(NC(=O)CC#N)cc2)c1C	-1.5	0	-7	-4	97	-4	-2	-14	3	-3
O=C(Cc1c(C(=O)O)[nH]c2ccccc12)NCCN1CCN(c2cccc(Cl)c2)CC1	-0.6	-15	1	-1	100	-1	8	13	-1	-6
COC(=O)CCc1c(C)nc(N)[nH]c1=O	-0.8	-11	0	-4	100	0	-1	2	-1	7
O=C(COc1ccc(Cl)cc1Cl)NCc1ccncc1	-0.5	21	2	-2	99	3	8	4	1	6
CN(Cc1ccccc1)S(=O)(=O)c1ccc(OCC(=O)NCc2cccnc2)cc1	2.0	-2	0	-3	101	-4	19	-7	-8	-9
O=C(CN1CCc2ccccc2C1)Nc1ccccc1Cl	1.6	-48	-4	4	96	-8	2	-6	-8	0
O=C(/C=C/c1ccc(Cl)c(Cl)c1)N1CCc2ccccc21	1.5	-50	0	-1	98	-6	9	6	-1	-4
Cc1nn(Cc2ccc(Cl)cc2)c(C)c1NC(=O)CCCn1nc(C)c([N+](=O)[O-])c1C	0.2	-9	-1	5	95	-13	-1	4	7	-5
COc1ccccc1CNC(=O)c1ccc(CS(=O)(=O)c2ccccc2C)o1	-3.6	3	-4	6	97	13	4	6	-5	-7
COC(=O)[C@H](CCSC)NC(=O)Nc1ccc(C)c(C)c1	-1.8	-15	1	4	69*	3	-2	-10	4	-10
COc1ccc(NC2=CC(c3ccccc3)N(c3ccc(OC)cc3)C2=O)cc1 (stereo not given)	0.5	-24	6	-1	93	nt	13	1	-2	-7
O=C(/C=C/c1ccc([N+](=O)[O-])cc1)N1CCN(S(=O)(=O)c2ccccc2)CC1	-3.3	4	2	18*	95	4	-6	3	4	-1
C=CCNc1oc(-c2ccco2)nc1S(=O)(=O)c1ccccc1	0.1	16	0	-5	93	-6	4	0	9	-2
N#CC(=Cc1cccs1)c1nc(-c2ccc(Cl)cc2)cs1	9.2*	9	-1	-8	102	0	-10	-7	-2	-10
COc1cc(O)c(/C=N/NC(=O)c2ccncc2)c(OC)c1[N+](=O)[O-]	-4.1	25	1	0	94	2	10	14	2	7
COc1ccc(C(=O)NNC(=O)Cc2nc3ccccc3n2C)cc1	-1.3	-27	1	-3	96	3	-4	6	-6	-4
C[C@H]1CCCCO[C@H](CN(C)C(=O)Nc2ccc(F)cc2)[C@@H](C)CN([C@@H](C)CO)C(=O)c2cc(NC(=O)Nc3ccc4c(c3)OCO4)ccc2O1	0.6	6	-5	-1	98	4	3	-4	-3	8
COc1cccc(C2NC(=O)NC(O)(C(F)(F)F)C2C(=O)c2cccnc2)c1OC (stereo not given)	-0.6	-2	1	1	95	-1	7	-5	-4	-5
CC[C@H](C)[C@H](NC(=O)OCc1ccccc1)C(=O)OCC(=O)N(C)CC(=O)Nc1ccccc1Cl	2.5	1	0	-3	96	1	-4	-5	-6	-5
Cc1cc(C(=O)Nc2ccc(S(=O)(=O)Nc3nccs3)cc2)c(C)o1	-2.2	-30	1	-2	97	5	4	1	-4	-3
CC(=O)C(/C=N/c1ncc(C(F)(F)F)cc1Cl)=C(\C)O	0.5	-1	2	5	102	-8	-12	-10	3	4
CCCN(C)C[C@@H]1OCCCC[C@@H](C)Oc2ccc(NS(=O)(=O)c3ccc(OC)cc3)cc2C(=O)N([C@H](C)CO)C[C@@H]1C	nt	-34	2	2	96	nt	nt	2	1	-4
